Assay outcomes: PubChem, Vanderbilt High Throughput Screening Facility
Cav32 inh: Cav3.2 calcium influx blockers – cell-based, Fluo-4 calcium fluorescence, FDSS, MLSMR library, primary screen | AID 449739, 2010 | actives 4% (n = 100,000) | Cav3.2-expressing cells; active compounds read low | B-score at 10 µM | Voltage-dependent T-type calcium channel subunit alpha-1H (Homo sapiens), O95180;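 active means single-dose well whose peak fluorescence ratio is a statistical outlier from its plate by either plate-standardised score or position-corrected B-score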
Target sequence (O95180 whole entry, looked up): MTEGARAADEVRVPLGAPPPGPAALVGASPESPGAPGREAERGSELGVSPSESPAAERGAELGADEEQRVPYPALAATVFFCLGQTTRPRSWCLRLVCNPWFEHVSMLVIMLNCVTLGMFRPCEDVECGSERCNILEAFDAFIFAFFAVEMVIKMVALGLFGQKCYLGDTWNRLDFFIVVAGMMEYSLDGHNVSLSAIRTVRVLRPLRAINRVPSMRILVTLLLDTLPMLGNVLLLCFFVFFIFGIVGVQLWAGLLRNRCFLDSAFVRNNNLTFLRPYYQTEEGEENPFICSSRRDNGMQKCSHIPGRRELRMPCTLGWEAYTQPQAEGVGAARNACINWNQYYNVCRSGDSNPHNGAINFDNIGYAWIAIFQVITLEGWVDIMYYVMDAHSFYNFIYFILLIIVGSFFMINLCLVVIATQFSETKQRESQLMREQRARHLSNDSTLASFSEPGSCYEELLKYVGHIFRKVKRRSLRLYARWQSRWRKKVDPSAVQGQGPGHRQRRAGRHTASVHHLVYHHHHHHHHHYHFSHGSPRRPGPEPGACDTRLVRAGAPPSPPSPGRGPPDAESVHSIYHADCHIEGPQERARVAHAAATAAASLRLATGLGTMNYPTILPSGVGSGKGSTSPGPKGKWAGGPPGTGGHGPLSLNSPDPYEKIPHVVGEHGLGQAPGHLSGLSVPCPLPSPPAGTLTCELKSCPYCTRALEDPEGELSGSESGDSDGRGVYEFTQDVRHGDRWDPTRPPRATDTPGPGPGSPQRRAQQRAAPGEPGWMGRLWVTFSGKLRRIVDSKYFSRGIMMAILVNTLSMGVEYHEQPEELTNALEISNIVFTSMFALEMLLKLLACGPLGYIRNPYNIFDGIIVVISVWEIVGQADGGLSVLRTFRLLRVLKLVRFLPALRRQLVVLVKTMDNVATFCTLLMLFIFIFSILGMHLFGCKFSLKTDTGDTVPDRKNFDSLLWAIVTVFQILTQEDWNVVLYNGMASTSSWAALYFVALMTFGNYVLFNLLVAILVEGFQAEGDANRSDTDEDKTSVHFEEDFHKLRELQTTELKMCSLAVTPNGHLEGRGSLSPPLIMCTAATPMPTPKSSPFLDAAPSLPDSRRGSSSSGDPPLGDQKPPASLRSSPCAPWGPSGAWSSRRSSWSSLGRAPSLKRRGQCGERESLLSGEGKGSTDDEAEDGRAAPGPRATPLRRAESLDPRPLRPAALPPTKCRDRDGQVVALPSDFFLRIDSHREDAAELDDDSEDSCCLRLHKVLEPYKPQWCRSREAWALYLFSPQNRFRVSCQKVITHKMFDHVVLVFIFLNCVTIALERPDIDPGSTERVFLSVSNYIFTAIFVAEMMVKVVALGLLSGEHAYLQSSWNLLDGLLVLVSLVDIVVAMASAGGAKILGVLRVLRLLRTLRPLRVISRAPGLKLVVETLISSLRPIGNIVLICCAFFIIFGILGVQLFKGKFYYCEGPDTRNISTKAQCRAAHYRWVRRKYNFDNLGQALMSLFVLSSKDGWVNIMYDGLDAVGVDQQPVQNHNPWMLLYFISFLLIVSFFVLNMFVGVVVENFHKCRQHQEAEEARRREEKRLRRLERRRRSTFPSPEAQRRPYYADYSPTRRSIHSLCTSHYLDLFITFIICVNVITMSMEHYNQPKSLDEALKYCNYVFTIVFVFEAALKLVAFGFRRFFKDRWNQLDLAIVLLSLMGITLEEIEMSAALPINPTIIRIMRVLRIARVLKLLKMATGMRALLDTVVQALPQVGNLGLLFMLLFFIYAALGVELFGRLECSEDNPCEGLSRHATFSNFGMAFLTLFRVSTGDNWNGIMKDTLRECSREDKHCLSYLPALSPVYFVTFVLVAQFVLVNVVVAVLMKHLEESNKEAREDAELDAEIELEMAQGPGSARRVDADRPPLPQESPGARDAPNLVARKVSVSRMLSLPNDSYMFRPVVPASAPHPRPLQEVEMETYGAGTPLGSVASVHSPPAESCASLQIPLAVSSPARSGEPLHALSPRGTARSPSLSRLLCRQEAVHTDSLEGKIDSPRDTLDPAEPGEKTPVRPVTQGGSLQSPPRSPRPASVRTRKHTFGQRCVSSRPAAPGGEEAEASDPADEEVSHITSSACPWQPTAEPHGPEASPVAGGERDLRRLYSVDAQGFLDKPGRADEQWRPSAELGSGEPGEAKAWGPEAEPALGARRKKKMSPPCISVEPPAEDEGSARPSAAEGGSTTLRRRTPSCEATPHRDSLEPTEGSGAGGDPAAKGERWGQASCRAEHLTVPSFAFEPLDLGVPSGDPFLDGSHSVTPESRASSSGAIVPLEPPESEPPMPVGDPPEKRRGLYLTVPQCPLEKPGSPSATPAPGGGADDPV
* hit, by the source's call.

SMILES	Cav32 inh
O=C1c2ccccc2C(=O)N1CSc1nnnn1-c1ccccc1	2.5
Cn1cccc1Cc1nnc(SCC(=O)Nc2ccc3c(c2)OCCO3)n1CCc1ccccc1	-11*
CC12CCCCC1c1ccccc1C(=NCC(=O)O)N2 (stereo not given)	1.3
NC(=O)CCCCC(=O)OCCCc1cccs1	0.43
N#CCSc1ncccc1-c1nc2ccccc2[nH]1	0.097
Cn1c(C(=O)N2CCCC2)cc2c(=O)n(C)c3ccccc3c21	0.58
O=C(NCCc1ccccc1)c1cccnc1N1CCCCCC1	0.61
Cc1ccc(Br)cc1S(=O)(=O)N1CCN(c2ccccc2)CC1	-1.1
CC(=O)c1cccc(NC(=O)NCc2ccccn2)c1	0.36
CCOC(=O)/C=C1\SCC(=O)N1CC(=O)Nc1ccccc1OC(F)F	1
Cc1ccc(-n2nc(-c3ccc(N)cc3)cc2N)cc1	0.44
COc1ccc([C@H]2C=C(C(=O)O)O[C@@H](OCc3ccc(CO)cc3)C2)cc1	0.34
O=C(COc1ccc(/C=N/NS(=O)(=O)c2ccccc2)cc1)Nc1cccc(Cl)c1	-0.12
CCCN(CCC)C(=O)c1c(NC(=O)CC)sc2c1CCCCC2	-0.73
COc1ccc(S(=O)(=O)N2CCN(S(=O)(=O)c3ccc(C(F)(F)F)cc3)CC2)cc1C	0.47
COc1ccc(OC)c(N(CC(=O)N2CCC(C)CC2)S(=O)(=O)c2ccccc2)c1	-0.083
O=C(CNC(=O)c1ccccc1)NCC(=O)OCc1ccc(Cl)cc1	1.2
O=C(NC1CC1)C1CCN(c2ncnc3c2sc2cccc(F)c23)CC1	2.5
CCCc1ccc(C(=O)CCC(=O)O)cc1	-0.029
O=C(CSCc1ccccc1Cl)Nc1ccc2c(c1)OCCO2	-1.4
CC(=O)n1c2ccccc2c2nc(NC(C)C)sc21	-0.79
O=C(NCCc1ccc(Cl)cc1)C1CC(=O)N(C2CCCCC2)C1 (stereo not given)	0.77
Cc1cccc(N(CC(=O)N=Nc2c(O)[nH]c3ccccc23)S(C)(=O)=O)c1C	-1
COc1ccc2c(=O)c3c(=O)n(Cc4ccco4)c(C(C)C)nc3oc2c1	0.82
O=C(O)CCCCCNS(=O)(=O)c1c(Cl)cccc1Cl	0.029

Following part:
SMILES	Cav32 inh
COCCCN1C(=O)c2ccc(C(=O)Nc3ccc(OC)cc3)cc2C1=O	0.57
COC(=O)c1ccc(/C=N/OCC(=O)NC2CCCC(C)C2C)cc1 (stereo not given)	-1.8
COCCNC(=O)C1CC(c2ccccc2[N+](=O)[O-])=NO1 (stereo not given)	0.28
Cc1nc2sc(C(c3ccco3)N3CCC4(CC3)OCCO4)c(O)n2n1 (stereo not given)	2
O=C(c1ccco1)N1CCN(c2ncnc3sc4c(c23)CCC4)CC1	2.1
COC(=O)CC1C(=O)NCCN1C(=O)Nc1ccc(Cl)cc1 (stereo not given)	0.75
CC(C)CCN(C(=O)Nc1ccccc1)C(C)c1cccs1 (stereo not given)	-4.8*
Cc1ccc(S(=O)(=O)n2cnc3ccccc32)c(C)c1	0.67
COc1ccc(N/C=C(\C#N)c2ccc(OCCCF)cc2)cc1	0.079
COc1ccc(C2CC(c3ccc(Cl)c(Cl)c3)Nc3nc(N)nn32)cc1 (stereo not given)	-0.5
CCc1nc(SCC(=O)Nc2cccc(C(F)(F)F)c2)c2c(=O)n(C)c(=O)n(C)c2n1	-0.018
CCN1C(=O)/C(=C/c2cccs2)SC1=Nc1ccc(OC)cc1	0.35
CC(C)c1nc2ccccn2c1NC1CCCCC1	-1.3
O=C(Oc1cccnc1)c1cc2ccccc2oc1=O	0.041
O=C(CSc1nc(O)cc(=O)n1-c1ccccc1)NCc1ccccc1	0.51
Cn1c(=O)c2c(ncn2CC(=O)Nc2nc(-c3ccccc3Cl)cs2)n(C)c1=O	-0.037
COc1ccc(CSc2nnnn2Cc2ccccc2)cc1OC	-0.94
CS(=O)(=O)N1CCN(c2ccccc2NC(=O)Cc2ccc(Cl)cc2)CC1	-1.5
O=C(CCCc1c[nH]c2ccccc12)N1CCCCCC1	-1.2
CCn1c(C)c(C(C)=O)c(N2CCN(c3ccccn3)CC2)nc1=S	-0.34
COc1cc(CC(=O)OCC(=O)c2ccc3c(c2)OCCO3)cc(OC)c1OC	-0.26
CCc1cc(/C(Cc2ccc3ccccc3n2)=N\O)c(O)cc1O	-3.9*
O=C(c1cn(CC(=O)N2CCCCC2)c2ccccc12)C1CC1	0.3
Clc1ccc(-c2nnc3sc(-c4ccccn4)nn23)cc1	-0.39
Cc1ccc(C(=O)N/C(=C\c2cccs2)C(=O)NC2CCCCC2)cc1	0.38

(cont.)
SMILES	Cav32 inh
OCCN1CCN(c2nc(NCc3ccco3)c3ccccc3n2)CC1	0.29
CC(=O)N1CCN2C(=O)C1CCCC(=O)c1cc(C)ccc12 (stereo not given)	0.2
CC(=O)c1cccc(NC=C2C(=O)OC3(CCCCC3)OC2=O)c1	0.38
C=CCN1C=C2C(=O)C(C)(OC(=O)c3ccco3)C(=O)C(C=C)=C2C=C1C1CC1 (stereo not given)	-1.4
CCCc1nc2ccccc2c(C(=O)OCC(=O)Nc2cccc(S(=O)(=O)N3CCOCC3)c2)c1CC	-0.5
O=C(COC(=O)c1cccc(C(=O)OCC(=O)NC2CCCCC2)n1)NC1CCCCC1	-0.099
COc1ccccc1-c1nc(-c2ccc(C(=O)O)cc2)no1	0.95
CCCNC(=O)Cn1cnc2sc(C(=O)N3CCN(c4ccc(F)cc4)CC3)c(C)c2c1=O	0.72
CCc1nnc2n1N=C(c1ccc(OC)cc1)CS2	0.16
CCn1c(SCC(N)=O)nnc1-c1cc2c(C)nn(-c3ccccc3)c2s1	0.55
CCCC(=O)n1nc(-c2ccc(OC)cc2)nc1N	1.3
COC(=O)CNC(=O)c1c(-c2ccccc2Cl)noc1C	0.46
O=C(O)C(c1ccccc1)c1ccccc1	0.76
COc1nc(-c2ccncc2)nc2ccccc12	-1.2
CCOc1cc(/C=C2\N=C(SCC)SC2=O)cc([N+](=O)[O-])c1OC(C)=O	-0.012
COc1ccc2cc(C#N)c(SCC(=O)NNC(=O)Cc3ccccc3)nc2c1	0.88
Cc1cc(C)nc(SCNC(=O)c2ccc(F)cc2)n1	0.74
Cc1ccc(NC(=O)c2nc[nH]c2C(=O)N[C@@H](C)C(=O)OC(C)(C)C)cc1	-0.016
CN1CCN(CC(=O)C23CC4CC(CC(C4)C2)C3)CC1	1.1
CCC1CCCCN1C(=O)CN1C(=O)CSC1=O (stereo not given)	0.51
c1cc2c(cc1Oc1nc(N3CCOCC3)nc(N3CCOCC3)n1)OCO2	0.7
Cc1onc(-c2ccccc2)c1C(=O)Nc1c(C)n(C)n(-c2ccccc2)c1=O	0.0033
CC(=NC1CCCCC1)C1=C(O)c2ccccc2C1=O	-2.4
C[C@]1(C(=O)O)C=C[C@@H](Cc2ccccc2)N1C(=O)c1ccccc1	-0.0086
O=C(Nc1ccccc1)c1ccc(-c2ccccc2C(F)(F)F)o1	-1.4

18 neighbouring compounds out of the list so far, quoted:
SMILES	Cav32 inh
OCCN1CCN(c2nc(NCc3ccco3)c3ccccc3n2)CC1	0.29
CC(=O)N1CCN2C(=O)C1CCCC(=O)c1cc(C)ccc12 (stereo not given)	0.2
CC(=O)c1cccc(NC=C2C(=O)OC3(CCCCC3)OC2=O)c1	0.38
C=CCN1C=C2C(=O)C(C)(OC(=O)c3ccco3)C(=O)C(C=C)=C2C=C1C1CC1 (stereo not given)	-1.4
CCCc1nc2ccccc2c(C(=O)OCC(=O)Nc2cccc(S(=O)(=O)N3CCOCC3)c2)c1CC	-0.5
O=C(COC(=O)c1cccc(C(=O)OCC(=O)NC2CCCCC2)n1)NC1CCCCC1	-0.099
COc1ccccc1-c1nc(-c2ccc(C(=O)O)cc2)no1	0.95
CCCNC(=O)Cn1cnc2sc(C(=O)N3CCN(c4ccc(F)cc4)CC3)c(C)c2c1=O	0.72
CCc1nnc2n1N=C(c1ccc(OC)cc1)CS2	0.16
CCn1c(SCC(N)=O)nnc1-c1cc2c(C)nn(-c3ccccc3)c2s1	0.55
CCCC(=O)n1nc(-c2ccc(OC)cc2)nc1N	1.3
COC(=O)CNC(=O)c1c(-c2ccccc2Cl)noc1C	0.46
O=C(O)C(c1ccccc1)c1ccccc1	0.76
COc1nc(-c2ccncc2)nc2ccccc12	-1.2
CCOc1cc(/C=C2\N=C(SCC)SC2=O)cc([N+](=O)[O-])c1OC(C)=O	-0.012
COc1ccc2cc(C#N)c(SCC(=O)NNC(=O)Cc3ccccc3)nc2c1	0.88
Cc1cc(C)nc(SCNC(=O)c2ccc(F)cc2)n1	0.74
Cc1ccc(NC(=O)c2nc[nH]c2C(=O)N[C@@H](C)C(=O)OC(C)(C)C)cc1	-0.016

Continued:
SMILES	Cav32 inh
CN1C(=O)CC2(CC(=O)N(Cc3ccccc3)C2)C1=O (stereo not given)	0.82
Cc1cccc(NC(=O)c2ccc(COc3ccc(Cl)cc3Cl)o2)n1	-1.3
Cc1nnc(N2CCN(Cc3ccccc3)CC2)[nH]c1=O	0.072
O=C1SCCc2c1n(Cc1ccccc1)c1ccccc21	0.83
C=CCn1c(O)c(C=Nc2ccc(Cc3ccncc3)cc2)c(=O)[nH]c1=S	-0.095
CCCS(=O)(=O)N1CCCC(C(=O)NCCN2CCC(Cc3ccccc3)CC2)C1 (stereo not given)	0.61
Cc1ccc(C2NC(=O)NC3=C2CCc2ccccc23)cc1 (stereo not given)	-0.14
O=C1Nc2ccccc2C(=O)C1(Cl)Cc1ccccc1 (stereo not given)	-0.023
CCCn1nnnc1-c1cc(Cl)cc(Cl)c1	0.29
CCCCOc1ccc(S(=O)(=O)Nc2ccc(NC(C)=O)cc2)cc1	-0.25
COC(=O)CSc1nnc(-c2ccc(S(=O)(=O)N3CCCC3)cc2)n1C	0.24
O=C(NC1CCCCC1)c1noc2c1CCCCC2	-0.06
CCOc1ccc(Cc2nc(-c3nonc3N)no2)cc1OCC	-1.4
Cn1c(CCNC(=O)OC(C)(C)C)n[nH]c1=S	0.5
O=C(Nc1cc(C(F)(F)F)ccc1N1CCOCC1)c1ccc[n+]([O-])c1	0.12
CC(=O)Nc1nc(SCCCc2ccccc2)n[nH]1	-1.5
CCOc1cc(-c2noc(-c3cccnc3)n2)ccc1OC	-0.26
Cc1occc1-c1nnc(SCC(=O)Nc2ccc3c(c2)OCO3)n1CC1CCCO1 (stereo not given)	0.93
COc1ccc(C)cc1S(=O)(=O)N1CCC(C)CC1	0.028
CC(C)(C#N)NC(=O)c1ccco1	0.18
O=C(c1cccc(-c2ccc(O)cc2)c1)N1CCOCC1	0.24
CCOC(=O)N1CCC(NS(=O)(=O)c2cc(Br)cnc2N)CC1	-0.13
Cc1ccc(NC(=O)CN(C)S(=O)(=O)c2cccc3nsnc23)cc1	1.3
O=C(Cc1ccccc1)N1CCC(c2nc(-c3ccc(F)cc3)no2)CC1	-1.2
O=C(c1ccc([N+](=O)[O-])cc1)N(C1=NCCCCS1)c1ccccc1	-0.08

(more compounds)
SMILES	Cav32 inh
CCc1nnc(NC(=O)CSc2nnnn2-c2cccc(C(=O)OC)c2)s1	-0.14
Cc1cc(=O)[nH]c(Sc2c(-c3ccccc3)c3ccccc3[nH]c2=O)n1	-0.45
CCOc1ccc(NC(=O)CN(C)c2nnnn2-c2ccccc2)cc1OCC	0.46
O=C(O)c1oc2ccccc2c1CSc1ccccn1	-0.43
CCc1nnc(NC(=O)C2CCC2)s1	-0.057
Cc1nc(Sc2cccn2C)c(C(F)(F)F)c(=O)[nH]1	-0.28
CCOC(=O)C1CCN(C(=O)Nc2ccc3oc(C)nc3c2)CC1	0.008
Cc1cc(=O)n2[nH]c(C)c(-c3ccc(Cl)cc3)c2n1	-2.3
CC12CCC3(CO)COC(c4ccccc4O1)C2C3 (stereo not given)	-0.37
O=c1c2ccccc2nc(-c2ccc(Br)cc2)n1Cc1ccccc1	-2.4
C=CCn1c(=O)c2ccccc2n2c(SC(C)C(=O)Nc3nc(-c4ccccc4)cs3)nnc12 (stereo not given)	0.9
CCNC(=S)N/N=C/c1ccco1	-0.94
FC(F)(F)c1nnc2sc(-c3ccccn3)nn12	0.74
CCOc1cccc(-c2nc(C(N)=O)c3[nH]c(=O)n(-c4cccc(Cl)c4)c3n2)c1O	0.65
CN(C)C(CNC(=O)c1cccs1)c1cccnc1 (stereo not given)	0.32
CCc1sc(C(=O)N2CCN(S(C)(=O)=O)CC2)cc1Br	-4.8
c1ccc(-c2cn3c(n2)SCC3)cc1	0.63
COc1ccccc1Nc1nc(-c2sc(NC(=O)c3cccc(Cl)c3)nc2C)cs1	-0.15
Cc1cccc(C)c1NC(=O)N1CCC(n2cnc3ccccc32)CC1	0.16
COC(=O)C(NC(=O)COc1ccccc1)(Nc1nc2c(s1)CCCC2)C(F)(F)F (stereo not given)	-6.3*
Cc1ccc(S(=O)(=O)Nc2cc(C(C)C)c(O)cc2C)cc1	-0.97
CCCS(=O)(=O)c1nnnn1-c1cccc(OC)c1	1.4
Cc1c(NC(=O)CN2C(=O)c3ccccc3C2=O)c(=O)n(-c2ccccc2)n1C	-0.013
O=C(CCN1CCOCC1)Nc1ccc2c(c1)CCC2	-0.034
Cc1ccccc1NC(=O)c1cnc2ccccn2c1=O	0.82

Further results:
SMILES	Cav32 inh
COc1ccc(N2C(=O)C(Cl)=C(N3CCCC3)C2=O)cc1	-0.17
CCCc1nc(SCC(=O)Nc2cc(Cl)ccc2OC)c2c(=O)n(C)c(=O)n(C)c2n1	0.1
Cc1ccc(S(=O)(=O)Nc2c(C)n(C)n(-c3ccccc3)c2=O)cc1C(=O)NCc1ccccn1	-0.11
CCOCC(=O)Nc1cccc(C(=O)OCC)c1	-0.21
COc1ccccc1C(=O)Nc1ccccn1	0.41
COCC(C)NC(=O)c1ccc(-n2nc(C(F)(F)F)cc2-c2cccs2)cc1 (stereo not given)	-0.057
COc1ccc2nc(SCC(=O)Nc3ccc4sc(C)nc4c3)c(C#N)cc2c1	-0.49
CCCCn1c(=O)[nH]c(=O)c2c1nc(-c1ccc(-c3ccccc3Br)o1)n2CCOC	0.49
Cc1cc(C)cc(N(CC(=O)Nc2ccccc2)C2=NC3CS(=O)(=O)CC3S2)c1 (stereo not given)	-0.38
CCN=C1NN=C(c2ccc(C)cc2)CS1	-0.6
CCCN1C2=NS(=O)(=O)CCN2c2ccccc21	-0.33
COc1ccc(NC(=O)c2nc[nH]c2C(=O)N[C@@H](C)c2ccccc2)cc1	2.1

These rows are one share of the data. The share of hits here may be higher or lower than overall.
